GPR151 activ: activators of human GPR151; 650,000 tested, 1% active; AID 1508602; activation, % at 11.2 µM; PathHunter beta-arrestin GPR151 cells, luminescence; in the data active = activation above about 4.9%;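 also: 0% = median of compound wells and 100% = cells with positive control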
TEAD-YAP block: TEAD-YAP interaction inhibition; HEK-TIYL cells, TEAD-Gal4/YAP UAS-luciferase luminescence; inhibition, % at 9.12 µM; 640,000 tested, 1.4% active; in the data active = inhibition above about 32%;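 also: 0% = median of test compound wells and 100% = reference inhibitor wells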
MITF primary: inhibitors of human MITF; O75030; AlphaScreen MITF homodimerization, bead proximity signal; inhibition, % at 2.6 µM; 650,000 tested, 0.91% active; in the data active = inhibition above about 50%;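 also: 0% = vehicle wells with protein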
FBW7 activator: human FBW7 E3 ligase activation, primary screen. Q969H0. AlphaScreen FBW7–phospho-cyclin E peptide binding, activator screen. AID 1259310. 650,000 tested, 0.13% active. normalized activity (activation), % at 26.1 µM; in the data active = normalized activity above about 1.9%;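 also: purified mutant Fbw7 with reduced substrate affinity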
Target sequence (Q969H0 whole entry, looked up): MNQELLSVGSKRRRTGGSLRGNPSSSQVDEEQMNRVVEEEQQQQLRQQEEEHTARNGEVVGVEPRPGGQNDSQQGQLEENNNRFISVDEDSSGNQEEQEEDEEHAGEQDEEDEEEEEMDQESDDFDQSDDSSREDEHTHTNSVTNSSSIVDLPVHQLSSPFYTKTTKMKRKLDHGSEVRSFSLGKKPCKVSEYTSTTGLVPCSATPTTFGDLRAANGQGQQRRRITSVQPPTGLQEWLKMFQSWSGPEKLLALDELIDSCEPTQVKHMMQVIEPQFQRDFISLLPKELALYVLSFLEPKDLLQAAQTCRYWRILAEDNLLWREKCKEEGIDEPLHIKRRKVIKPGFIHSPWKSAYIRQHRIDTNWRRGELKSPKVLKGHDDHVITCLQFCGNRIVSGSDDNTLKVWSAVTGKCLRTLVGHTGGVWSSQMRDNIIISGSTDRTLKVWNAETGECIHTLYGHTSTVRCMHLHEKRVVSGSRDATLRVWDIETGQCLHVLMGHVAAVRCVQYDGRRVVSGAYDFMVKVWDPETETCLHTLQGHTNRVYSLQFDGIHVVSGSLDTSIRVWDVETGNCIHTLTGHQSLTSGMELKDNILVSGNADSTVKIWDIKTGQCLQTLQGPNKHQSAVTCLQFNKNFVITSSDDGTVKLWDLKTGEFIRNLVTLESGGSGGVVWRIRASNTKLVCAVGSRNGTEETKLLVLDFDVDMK
The depositor's hits bear a star.

The opening four records, ahead of the listing:
compound	GPR151 activ	TEAD-YAP block	MITF primary	FBW7 activator
COc1ccc(C(=O)C2CCN(Cc3nnnn3Cc3ccc(F)cc3)CC2)cc1	0.8	11	6	0.4
CC(=O)c1ccc(NS(=O)(=O)c2c(C)nc3sccn3c2=O)cc1	2.0	-10	3	0.1
CCCOc1ccc(/C(O)=C2/C(=O)C(=O)N(CCN3CCOCC3)C2c2ccc(N(C)C)cc2)cc1C (configuration not stated)	-0.3	-9	4	0.2
Cc1csc(C(C)N(C)C(=O)CCc2nnc(CCCCc3ccccc3)o2)n1 (configuration not stated)	0.5	1	-4	-0.1

Results, from the first entry:
compound	GPR151 activ	TEAD-YAP block	MITF primary	FBW7 activator
COc1ccc(C(=O)C2CCN(Cc3nnnn3Cc3ccc(F)cc3)CC2)cc1	0.8	11	6	0.4
CC(=O)c1ccc(NS(=O)(=O)c2c(C)nc3sccn3c2=O)cc1	2.0	-10	3	0.1
CCCOc1ccc(/C(O)=C2/C(=O)C(=O)N(CCN3CCOCC3)C2c2ccc(N(C)C)cc2)cc1C (configuration not stated)	-0.3	-9	4	0.2
Cc1csc(C(C)N(C)C(=O)CCc2nnc(CCCCc3ccccc3)o2)n1 (configuration not stated)	0.5	1	-4	-0.1
Cc1ccc(OCC(=O)N(Cc2ccco2)C2CCS(=O)(=O)C2)cc1C (configuration not stated)	0.3	11	15	0.4
CN(CCOC(=O)C1CC(=O)N(c2ccccc2)C1)C1=NS(=O)(=O)c2ccccc21 (configuration not stated)	4.5	8	1	-0.1
CCCCCN1C(=O)c2cccc3cccc(c23)C1=O	0.3	-13	10	0.0
COCCCNC(CC(=O)Nc1cccc(O)c1)C(=O)O (configuration not stated)	0.1	0	0	0.1
O=C(Cn1cnc2ccccc21)N1CCc2ccccc21	-0.1	6	8	-0.1
O=C(c1cc(-c2ccc(O)cc2)on1)N1CCCC1	-2.9	27	9	0.0
O=C(Cc1cccs1)Nc1ccc(S(=O)(=O)NCCc2ccccc2)cc1	3.2	-6	-1	0.0
COc1ccccc1NC(=O)CSc1ncccc1C(=O)NCCc1ccc(OC)c(OC)c1	-0.6	5	-1	-0.1
COC(=O)CN(c1ccccc1OC)S(C)(=O)=O	2.5	-2	2	0.0
CCOc1ccc(C(=O)NCC(c2cccnc2)N2CCc3ccccc3C2)cc1 (configuration not stated)	-0.9	13	15	0.0
CC1CN(C(=S)NC(=O)c2ccco2)CC(C)O1 (configuration not stated)	0.8	-2	1	-0.1

Arranged by molecular weight (smallest number first): part of the list above
compound	GPR151 activ	TEAD-YAP block	MITF primary	FBW7 activator
COCCCNC(CC(=O)Nc1cccc(O)c1)C(=O)O (configuration not stated)	0.1	0	0	0.1
CC(=O)c1ccc(NS(=O)(=O)c2c(C)nc3sccn3c2=O)cc1	2.0	-10	3	0.1
Cc1csc(C(C)N(C)C(=O)CCc2nnc(CCCCc3ccccc3)o2)n1 (configuration not stated)	0.5	1	-4	-0.1
CCCOc1ccc(/C(O)=C2/C(=O)C(=O)N(CCN3CCOCC3)C2c2ccc(N(C)C)cc2)cc1C (configuration not stated)	-0.3	-9	4	0.2

The results go on:
compound	GPR151 activ	TEAD-YAP block	MITF primary	FBW7 activator
CC(C)(CNC(=O)c1cc(Cl)c(O)c(Cl)c1)N1CCCCC1	0.4	0	-6	-0.1
CC(C)(C)C1CCc2c(sc(NC(=O)c3cnn4c3NC(c3ccco3)CC4C(F)(F)F)c2C#N)C1 (configuration not stated)	3.2	11	-2	-0.1
COc1cccc(CN2CCN(C/C=C/c3ccccc3)CC2)c1OC	2.2	2	63*	0.0
OCCN1CCN(c2nc(N3CCCCC3)c3cnn(-c4ccc(Cl)cc4)c3n2)CC1	-0.7	0	-6	-0.1
Cc1c(Cl)c([N+](=O)[O-])nn1CC(=O)N1CCCCC1C (configuration not stated)	0.7	-7	0	-0.1
C=CCN1C(=O)C2(/C(=C(\O)c3ccc(F)cc3)C(=O)C(=O)N2CCN(C)C)c2ccccc21 (configuration not stated)	0.2	2	10	-0.2
CCCCn1c(COc2ccccc2C#N)nc2cc(S(N)(=O)=O)ccc21	1.8	-3	15	0.0
CC(C)(C)c1ccc(C(=O)Nc2c3c(nn2CC(=O)NCC2CCCO2)CSC3)cc1 (configuration not stated)	-0.2	4	-11	-0.3
O=C(Nc1ccc2[nH]ncc2c1)C1CCCN(C(=O)C(O)c2ccc(C(F)(F)F)cc2)C1 (configuration not stated)	1.9	-8	19	0.1
Cc1ccc(NC(=S)NC(=O)c2cccnc2)cc1Br	-0.9	-24	-3	-0.1
Cc1ccc(CNC(=O)c2ccc(N3CC4CC(C3)c3cccc(=O)n3C4)c(NS(=O)(=O)c3ccc(F)cc3)c2)cc1 (configuration not stated)	0.3	0	9	-0.3
CCC1=NN2C(=N)/C(=C/c3ccc(Br)cc3)C(=O)N=C2S1	0.6	-3	-17	-0.1
CCc1ccccc1-n1c(C)c(C)n2c3c(=O)n(CC)c(=O)n(C)c3nc12	5.1*	8	4	0.0
O=C1C(c2ccc(F)cc2)N(Cc2cccs2)C(=O)CN1C1CCCCC1 (configuration not stated)	-0.4	10	0	0.5
COC(=O)c1cc(N2C(=O)C3C4C=CC(CC4)C3C2=O)ccc1Cl (configuration not stated)	1.6	7	11	1.4

Later entries:
compound	GPR151 activ	TEAD-YAP block	MITF primary	FBW7 activator
N/C(=N\N=C\c1ccccc1Cl)SC1CC(=O)N(c2ccc(C(=O)O)cc2)C1=O (configuration not stated)	-0.1	3	19	0.1
CCOC(=O)c1cnn(-c2ccc([N+](=O)[O-])cc2)c1C1CCN(C(=O)OC(C)(C)C)CC1	-1.1	-4	-5	-0.1
CC[C@H](Cn1nc(-c2ccc(F)c(F)c2)ccc1=O)NC(=O)c1cnn2cccnc12	-0.3	2	17	0.2
Cc1noc(C)c1-c1ccc(C(=O)NCCOc2ccccc2)s1	-0.6	-55	15	0.3
Cc1cnc(CCNCc2ccc(OCC(O)CN(C)Cc3ccccc3)cc2)[nH]1 (configuration not stated)	1.2	3	1	0.3
COc1ccc(OCCCC(=O)Nc2ccc3ccccc3c2)cc1	-0.2	6	-1	-0.1
COc1cc(C)nc(SCC(N)=O)n1	0.4	-6	7	0.1
Cc1cc(C)c(NC(=O)C2CC(=O)N(CCCN3CC(C(=O)Nc4c(C)cc(C)cc4C)CC3=O)C2)c(C)c1 (configuration not stated)	-0.4	-1	-5	-0.2
O=C1CC(c2cccc(O)c2)c2cc3c(cc2N1)OCCO3 (configuration not stated)	0.1	0	13	-0.1
CN(CC1COCCO1)c1nncc(-c2ccc3ccccc3c2)n1 (configuration not stated)	-1.0	11	9	0.0
O=C(c1ccc2c(c1)no[n+]2[O-])N1Cc2ccccc2OC(c2ccccc2)C1 (configuration not stated)	-2.1	5	-9	0.0
Cc1ccc(CNC(=O)/C=C/c2ccc([N+](=O)[O-])cc2)cc1	1.0	6	11	0.1
CC1(C)Cc2c(c(N3CCOCC3)nc3oc(C(=O)c4ccccc4)c(N)c23)CO1	-0.1	2	-11	0.1
CCOC(=O)c1cc(-c2ccccc2)sc1NC(=O)c1ccc(Br)cc1	-1.6	3	1	0.0
Cc1cc(NC(=O)c2ccccc2Cl)ccc1NC(=O)c1ccccc1	-2.2	1	-5	0.0

Single records, as listed above. Order of screens: GPR151 activ, TEAD-YAP block, MITF primary, FBW7 activator
CC1(C)Cc2c(c(N3CCOCC3)nc3oc(C(=O)c4ccccc4)c(N)c23)CO1 is entered as -0.1, 2, -11, 0.1
CCOC(=O)c1cnn(-c2ccc([N+](=O)[O-])cc2)c1C1CCN(C(=O)OC(C)(C)C)CC1 is entered as -1.1, -4, -5, -0.1

(list continues)
compound	GPR151 activ	TEAD-YAP block	MITF primary	FBW7 activator
COC(CNCc1c(C(=O)O)n(Cc2ccc(C)cc2)c2ccccc12)OC	0.8	-15	3	0.2
N#Cc1ccc(-c2csc(NC(=O)c3ccc(N4C(=O)CCC4=O)cc3)n2)cc1	-0.5	1	22	0.3
COc1cccc(C(=O)NC(=S)Nc2ccc(F)cc2)c1	-0.6	-63	-16	0.1
CC(=O)Nc1cc(CNCc2ccccc2Cl)cc(C(=O)N2CCN(C)CC2)c1	0.1	-9	12	0.0
COc1cc(C(=O)Nc2c(C)cccc2C(=O)O)cc(OC)c1OC	0.1	9	-1	0.0
N#Cc1ccc(CSc2ncccn2)cc1	0.1	-9	12	0.2
Cc1ccccc1C(=O)Nc1ccc2nc(N3CCCCC3)cc(C)c2c1	3.3	-27	-2	0.4
CCCN(CCC)CCNC(=O)CS(=O)(=O)Cc1nc(-c2ccccc2F)oc1C	-0.9	2	8	0.5
Cc1ccc(N(CC(=O)NC(C)C)C(=O)CCC(=O)Nc2ccccn2)cc1	-1.7	6	1	-0.1
CCOC(=O)c1c(-c2cccc(C)c2)csc1NC(=O)C1CC=CCC1C(=O)O (configuration not stated)	-1.2	-6	16	0.1
COc1cccc(CN2CCNC(=O)C2CC(=O)NC2(c3ccccc3)CC2)c1 (configuration not stated)	2.0	-11	14	0.3
COc1ccc(C(=O)CC2(O)C(=O)Nc3ccccc32)c(OC)c1 (configuration not stated)	0.7	-2	-5	0.0
OCCNCCCOc1ccc(F)cc1	0.0	3	8	-0.1
CN1CCN(CCNC(=O)c2ccnc(-n3ncc4cc(Nc5ccccc5)ccc43)c2)CC1	0.9	2	-1	-0.1
CCOC(=O)c1c(NC(=O)CSc2nnc(CNC(=O)c3ccc(C)c([N+](=O)[O-])c3)n2CCc2ccccc2)sc2c1CCCC2	2.2	-5	-6	0.2

Next results
compound	GPR151 activ	TEAD-YAP block	MITF primary	FBW7 activator
CCOC(=O)c1[nH]c(C)c(C(=O)/C=C/c2ccccc2)c1C	0.7	26	-1	-0.2
Cc1ccc(/C=C2\N=C(c3ccc(C)c([N+](=O)[O-])c3)OC2=O)o1	-0.6	6	8	0.2
CCOc1ccc(C2=NN3C(C2)c2cc(Cl)ccc2OC3c2cc(OC)c(OC)c(OC)c2)cc1 (configuration not stated)	-1.4	-20	3	0.2
CCCCN(C)C(=O)Cn1c2ccccc2c2nc(=O)cc(C)n21	-0.7	5	15	0.7
CCc1cc2cc3c(cc2n2c(=O)n(CC(=O)NC(C)(C)C)nc12)OCO3	0.4	8	4	0.3
O=C(NC(Nc1ccccn1)C(Cl)(Cl)Cl)c1ccco1 (configuration not stated)	1.4	12	-3	-0.1
CC(=O)OCC(=O)C1(O)CCC2C3CC=C4CC(OC(C)=O)CCC4(C)C3CCC21C (configuration not stated)	1.0	0	-6	0.1
COc1ccc(C2(CNC(=O)c3ccccc3[N+](=O)[O-])CCOCC2)cc1	0.5	9	-22	-0.1
Cc1cc(S(=O)(=O)N2CCOCC2)ccc1-n1cnnn1	0.0	12	5	-0.1
CCOc1ccc(NC(=O)CSc2nc3ccccc3c(=O)n2CC2CCC(C(=O)NCc3ccccc3)CC2)cc1 (configuration not stated)	1.4	3	-8	0.0
CCOc1ccc(Oc2cc(NC(=O)c3cc4nc(-c5ccc(Br)cc5)cc(C(F)(F)F)n4n3)cc([N+](=O)[O-])c2)cc1	0.1	-2	15	-0.1
COc1ccc(/C=C2/C(=O)NC(=O)N(c3ccccc3OC)C2=O)cc1OC	-0.6	0	2	0.0
Cn1c(=O)[nH]c(=O)c2c1nc(CN1CCOCC1)n2Cc1ccc(Cl)c(Cl)c1	0.2	-6	10	0.9
Cc1nnnn1-c1ccc(CC(=O)O)cc1	-1.0	-9	-4	-0.2
CC(C)N(C(=O)CN1CCN(c2ccc(F)cc2)CC1)C(C)C	2.1	-2	-2	0.2

New compounds follow:
compound	GPR151 activ	TEAD-YAP block	MITF primary	FBW7 activator
CCSc1nnc(NC(=O)c2csc(C)c2-c2ccccc2)s1	3.6	7	8	-0.1
Cc1ccccc1NS(=O)(=O)c1ccc2c(c1)CC(=O)N2	-0.5	-8	-10	0.4
O=c1nc(/C=C/c2cn(Cc3ccccc3F)c3ccccc23)cc(C(F)(F)F)[nH]1	-0.6	8	-8	0.0
O=C(O)C1CCC(CNCc2ccccc2Cl)CC1 (configuration not stated)	0.8	10	8	0.6
Cc1cc(=O)n(C(C)(C)C)c(=O)n1Cc1ccccc1	-0.1	-5	-5	-0.2
O=C(O)CC(NCC(O)Cn1c2ccccc2c2ccccc21)C(=O)O (configuration not stated)	1.5	-1	-5	-0.1

For convenience, some entries already given:
compound	GPR151 activ	TEAD-YAP block	MITF primary	FBW7 activator
Cc1cc(=O)n(C(C)(C)C)c(=O)n1Cc1ccccc1	-0.1	-5	-5	-0.2
O=C(O)CC(NCC(O)Cn1c2ccccc2c2ccccc21)C(=O)O (configuration not stated)	1.5	-1	-5	-0.1
